Screening data from PubChem BioAssay.
HT1080 IDH1KD tx = kills HT-1080 cells with IDH1 knockdown; HT-1080 IDH1 knockdown viability, ATP luminescence, 48 h; Potency, µM (titrated, usually from 46.1 µM), for the others: top-dose activity, negative = toxicity, most hits filed as cytotoxic; actives 2% (n = 360,000); AID 686971;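 also: potency is read from the fitted curve at half-maximal effect; 0% = DMSO wells and -100% = cell-free medium wells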
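Luminescent ATP read-out (CellTiter-Glo, 10 min at room temperature) after 48 h compound exposure at 37 °C gave viability of IDH1-knockdown HT-1080 cells. Activity was normalised to DMSO and cell-free wells, then fitted as concentration-response curves.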
SW480 rereplic = inducers of DNA re-replication in SW480 colon cancer cells; SW480 DNA re-replication, Hoechst DNA content imaging, 48 h; Potency, µM (highest dose often 46.1 µM), inactives show at the highest dose re-replication activation, most hits filed as activators; actives 1.8% (n = 340,000); also: potency is read from the fitted curve at half-maximal effect; % of control where 0% means no effect; nearly all actives have a fitted effect of over 55% in size
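Image-based read-out: total Hoechst fluorescence of nuclei (405 nm excitation, 500-530 nm emission), with hits raising the fraction of high-intensity nuclei. SW480 colon cells incubated 48 hr with compounds at 37 C.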
KB-V1 cytotox = kills drug-selected multidrug resistant KB-V1 cells. Potency, µM (highest dose often 46.1 µM), inactives show at the highest dose activity change, negative = cytotoxicity, usual class: cytotoxic. actives 3.4% (n = 400,000). KB-V1 MDR cells viability, CellTiter-Glo, 72 h; also: potency is read from the fitted curve at half-maximal effect; % is scaled to controls: 0 for no effect and ±100 for the full control effect; nearly all actives have a fitted effect of over 60% in size
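Cells of the MDR subline KB-V1 are plated, dosed with compound at multiple concentrations, and incubated 72 h at 37 degrees C; CellTiter-Glo is then added and luminescence read after 10 min.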
GLP1R cytotox = cytotoxic in the GLP-1 receptor inverse agonist counter-screen; HEK293 cAMP-luciferase reporter cells, luminescence, 24 h; Potency, µM (top dose mostly 38.3 µM), inactives show top-dose activity change, negative = inhibition, hits mostly inhibitors; actives 0.13% (n = 410,000); AID 624418;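 also: loss of luciferase light is scored as toxicity; potency is read from the fitted curve at half-maximal effect; % is scaled to controls: 0 for no effect and ±100 for the full control effect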
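Here, cytotoxicity is scored as loss of luminescence. The MLSMR collection was tested on cells seeded in medium containing 10% Nu serum, with a 24 hr compound exposure preceded by 12 hours of culture.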
KB-3-1 cytotox = kills parental KB-3-1 adenocarcinoma cells; actives 1.4% (n = 400,000); KB-3-1 viability, CellTiter-Glo ATP luminescence, 72 h; Potency, µM (top dose mostly 46.1 µM), for inactives: at the highest dose activity change, negative = cytotoxic, actives largely listed as cytotoxic; also: potency is read from the fitted curve at half-maximal effect; % is scaled to controls: 0 for no effect and ±100 for the full control effect; nearly all actives have a fitted effect of over 60% in size
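KB-3-1 cells, DMEM (no phenol red) + 10% FBS; compound by pin transfer, 72 h, 37 °C. Readout: CellTiter-Glo luminescence after 10 min. Data normalized, curve-fitted.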
IL1B secr inh = blocks inflammasome-driven IL-1 beta release; activity change, % at 57.5 µM; actives 4.7% (n = 360,000); THP-1 LPS/ATP IL-1B secretion, AlphaLISA, 16 h; active compounds read low; AID 743279; in the data active = activity change below about -50%; inconclusive = mostly about -30% to -49%; also: % is scaled to controls: 0 for no effect and ±100 for the full control effect
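Secreted IL-1B measured by AlphaLISA bead assay after 16 h compound exposure of THP-1 cells; compounds (final up to 57.5 uM) added 1 h before LPS (250 ng/mL) and ATP (1.25 mM) stimulation; lower signal means less secretion.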
HT1080NT lethal = kills 2HG-producing HT-1080-NT fibrosarcoma cells; actives 1.6% (n = 360,000); Potency, µM (doses to about 46.1 µM), without a hit: at the top dose activity, negative = less viability, actives largely listed as cytotoxic; HT-1080-NT fibrosarcoma viability, CellTiter-Glo ATP luminescence, 48 h; AID 686970;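 also: NT is the 2HG producing partner of a matched IDH1 knockdown line; potency is read from the fitted curve at half-maximal effect; 0% = DMSO-treated cells and -100% = media-only wells without cells; nearly all actives have a fitted effect of over 55% in size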
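Viability of the 2HG-overproducing fibrosarcoma line after 48 hours of compound exposure at 37 degrees C was determined by luminescence with CellTiter-Glo, and concentration-effect curves were then fitted and categorized.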
D3 ag = activates the human D3 dopamine receptor. P35462. D3R DiscoveRx beta-arrestin cells, luminescence, 90 min. max activation, %. actives 0.58% (n = 410,000); in the data active = max activation above about 30%; also: 0% is about no effect; mostly tested at two doses, the higher about 12 µM
Target sequence (P35462 whole entry, looked up): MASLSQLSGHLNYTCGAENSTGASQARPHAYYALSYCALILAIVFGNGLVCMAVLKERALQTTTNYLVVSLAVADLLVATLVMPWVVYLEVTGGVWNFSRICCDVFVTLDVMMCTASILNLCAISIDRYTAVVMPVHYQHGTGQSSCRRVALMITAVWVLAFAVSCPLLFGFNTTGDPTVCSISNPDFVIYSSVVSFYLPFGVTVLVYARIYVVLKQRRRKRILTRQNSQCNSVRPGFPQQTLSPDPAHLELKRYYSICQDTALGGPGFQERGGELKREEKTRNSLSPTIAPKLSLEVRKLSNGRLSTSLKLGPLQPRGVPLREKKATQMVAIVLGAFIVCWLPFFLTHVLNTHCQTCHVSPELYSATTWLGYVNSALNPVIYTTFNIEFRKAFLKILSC
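Agonist mode: compounds and dopamine controls were applied to plated cells for 90 min at 37 degrees C after an overnight attachment at 1500 cells/well. Luminescent read-out followed 30 - 60 minutes at room temperature with DiscoveRx detection reagent.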
MCF10A rerep = inducers of DNA re-replication in MCF 10A breast cells; actives 2.9% (n = 350,000); Potency, µM (titrated, usually from 46.1 µM), for the others: top-dose activity, positive = re-replication, most hits filed as activators; AID 624296; MCF 10A DNA re-replication, Hoechst nuclear intensity, 48 h; also: potency is read from the fitted curve at half-maximal effect; % of control where 0% means no effect; nearly all actives have a fitted effect of over 50% in size
Active calls of the source: *; ? = inconclusive; . = no result given; & = joins results of further samples; [ ] = dose if it differs, or a comment. Unless noted, calls follow the shape of the dose curve; as a rule, active = well fitted curve in the direction sought with a large enough effect; inconclusive = small, poorly fitted or top-dose-only effect, or another doubt; inactive = no such curve, though single readings can be large; an effect the other way counts as inactive or inconclusive.

SMILES	HT1080 IDH1KD tx	SW480 rereplic	KB-V1 cytotox	GLP1R cytotox	KB-3-1 cytotox	IL1B secr inh	HT1080NT lethal	D3 ag	MCF10A rerep
COc1ccc(-c2cc3c(=O)n(CC(=O)Nc4ccc(Cl)cc4)ncn3n2)cc1	11%	-1%	?	-4%	9%	25	2%	5	11%
Cc1nn(CC(=O)N2CCN(c3ccc(Cl)cc3)CC2)c(=O)c2cccn12	1%	0%	-7%&18%	-1%&-6%	-7%&10%	-23	7%	-3&-5	-1%
CCNc1c(NC(=O)COc2ccc(Cl)cc2)c(=O)oc2ccccc12	-1%	3%	-12%	-9%	7%	-4	6%	2	0%
CCc1ccccc1NC(=O)c1cc(S(=O)(=O)N2CCc3ccccc32)ccc1F	.	.	1%	3%	1%	.	.	-7	.
O=C(NCCc1ccc(Cl)cc1)c1ccc2nc(CCc3ccccc3)oc2c1	.	.	7%	-2%	9%	.	.	-14	.
CCCC(O)(c1ccc(Cl)cc1)C(CN1CCOCC1)c1ccccc1 (stereo not given)	3%	3%	-11%	-14%	-18%	37	13%	0	-5%
Brc1ccc(CNc2cc3c(cc2Br)OCCO3)cc1	1%	-2%	-3%	1%	4%	?	-4%	2	0%
Nc1cnn(C2OC(CO)C(O)C2O)c(=O)n1 (stereo not given)	-29%	-5%	4.1µM*	1%	2.3µM*	26	-9%	2	1%
O=C(Nc1ccc(S(=O)(=O)N2CCCCC2c2cccnc2)cc1)c1ccc(F)cc1 (stereo not given)	.	.	-11%	-5%	?	.	.	-16	.
O=C(Nc1ccncc1)Nc1cc(Cl)ccc1Cl	-25%	?	-5%	15%	0%	-54*	-1%	-19	-1%
COc1ccc(-c2nc3nc(SC)nn3cc2C)cc1F	-10%	-2%	-10%	6%	13%	-10	-8%	-12	?
C=CCOc1ccc(C=Nc2ccc(OC)cc2)c(O)c1	-30%	25%	19%	-5%	4%	28	-4%	2	11%
Cc1snc(S(=O)(=O)/C(C#N)=N/Nc2cccc(C(F)(F)F)c2)c1C#N	-17%	-5%	-3%	-9%	-16%	-3	1%	7	?
COC(=O)c1cc(C)sc1NC(=O)c1cccnc1	3%	-35%[inhibitor]	3%	-3%	-24%	0	0%	2	6%
COCC(=O)N1CCc2ccc(NC(=O)c3ccc(C(F)(F)F)cc3)cc2C1	-18%	7%[1.84 µM]	12%	-10%	?	18	-12%	5	-22%
Cc1ccccc1S(=O)(=O)NC(=O)C1(C)CCN1C(=O)Cc1ccc(C(C)(C)C)cc1 (stereo not given)	21%	.	6%	3%	0%	29	-3%	3	.
COc1ccc(C(=O)COC(=O)C(O)c2ccccc2)c(OC)c1 (stereo not given)	7%	-7%	21%	0%	1%	6	1%	6	-6%
CN(Cc1cn[nH]c1-c1cc2ccccc2o1)CC1CCOCC1	-5%	-2%	0%	2%	0%	-14	-1%	-1	-1%
Cc1nc2ccccc2cc1C(=O)Nc1ccccc1Cl	11%	-16%	?	-3%	12%	14	-7%	-1	0%
CCOC(=O)c1csc(NC(=O)CSc2nnnn2-c2ccc3c(c2)OCCO3)n1	-1%	-1%	-1%	6%	-17%	5	0%	8	?
CCCNC(=O)c1ccc2c(c1)S(=O)(=O)c1ccccc1C2=O	-1%	1%	6%	8%	0%	-23	-2%	0	0%
CN(Cc1nc2ccc(F)cc2[nH]1)C(=O)C1CCC(=O)N(C2CC2)C1 (stereo not given)	-4%	2%	.	8%	.	13	-3%	-2	-1%
Cc1ccccc1-c1nc(CS(=O)(=O)CC(=O)NCc2cccc(Cl)c2)c(C)o1	.	.	-4%	2%	25%	.	.	-16	.
CC1CCCC(C)N1C(=O)C1CCCCC1 (stereo not given)	6%	-49%[inhibitor]	-9%	2%	-1%	0	0%	2	2%
COc1ccc(OC)c(/C=N/NC(=O)CCc2n[nH]c(=O)[nH]c2=O)c1	0%	11%	6%	5%	8%	24	2%	-2	5%
(next part)
SMILES	HT1080 IDH1KD tx	SW480 rereplic	KB-V1 cytotox	GLP1R cytotox	KB-3-1 cytotox	IL1B secr inh	HT1080NT lethal	D3 ag	MCF10A rerep
CC1ON=C(c2cccc3ccccc23)N(C)C1=O (stereo not given)	28%	.	-4%	0%	2%	0	19%	0	.
CCc1nnc(NC(=O)CSc2nnc(-c3ccncc3)n2C)s1	9%	-2%	11%	1%	6%	0	16%	4	-2%
COc1ccc(OC)c(CNC(=O)Cc2c(C(=O)O)[nH]c3ccccc23)c1	2%	-12%	9%	1%	0%	5	4%	2	-1%
NC(=O)CC(NC(=O)Cc1ccc(Cl)cc1)c1ccc(N2CCN(c3ccccn3)CC2)c([N+](=O)[O-])c1 (stereo not given)	0%	-4%	-7%	-6%	-13%	13	9%	-12	-7%
CC(=O)c1ccc(N2CCCCC2)c(F)c1	25%	-1%	2%	18%	1%	-21	13%	-4	-46%[inhibitor]
Cc1cc(C)n(-c2nc3ccccc3nc2N2CCN(C(=O)c3ccccc3)CC2)n1	-1%	-4%	-2%	-13%	0%	4	-3%	2	-1%
O=C(CSc1nnc(-c2cccc(F)c2)c(-c2cccc(F)c2)n1)NC1CCCCC1	.	.	24%	4%	-3%	.	.	3	.
CCOC(=O)c1sc(NC(=O)COC(=O)CNC(=O)c2ccco2)c(C(=O)OCC)c1C	5%	-6%	-22%	-5%	2%	21	3%	10	-6%
C/C(=N\OC(=O)Nc1ccc(Cl)cc1)c1ccc(F)c(F)c1	-25%	-7%	?	-13%	-5%	-87*	-15%	-8	?
COc1ccc(-c2noc(N3CCC(C(=O)Nc4ccc(C)c(F)c4)CC3)n2)cc1OC	.	.	-5%	-6%	14%	.	.	5	.
O=C(CSc1ncnc2sc3c(c12)CCC3)Nc1ccccc1C(=O)O	7%	-6%	-23%	8%	5%	35	9%	0	8%
CCSc1ncc(CO)c(N)n1	14%	0%	?	0%	17%	24	-5%	1	3%
CC(C)(C)c1ccccc1OCCOCCN1CCCCCC1	?	?	?	-27%	-15%	-62*	-14%	-14	15%
COc1ccc(N2CCN(CC(=O)Nc3cccc(S(=O)(=O)N4CCOCC4)c3)CC2)cc1	-1%	-3%	10µM*	0%	?	16	-5%	0	12%
Cn1c(=O)c2[nH]c(SCCN)nc2n(C)c1=S	18%	0%	-1%	6%	9%	30	11%	6	1%
C=CCC1=C/C(=C\c2c(N)n3nc(CC(=O)N4CCOCC4)sc3nc2=O)C=C(OC)C1=O	-4%	-13%	8%	239%[activator]	-3%	-10	-8%	-5	-19%
CC(=O)Nc1ccc(S(=O)(=O)NCCCCNS(=O)(=O)c2ccc(NC(C)=O)cc2)cc1	30%	-6%	?	-7%	15%	-1	19%	-9	-9%
Cn1c(=O)c2c(ncn2Cc2ccc(Cl)c(Cl)c2)n(C)c1=O	-21%	8%	2.6µM*	14%	?	-13	-13%	-6	17%
C/C(=N/NC(=O)c1ccc2c(c1)OCCO2)c1ccc([N+](=O)[O-])cc1	5%	-6%	-1%	2%	4%	16	11%	-2	5%
CCOC(=O)CNC(=O)CSc1nnc(NC(=O)c2ccc(C)cc2)s1	13%	0%	-11%	34%[activator]	-6%	27	1%	6	0%
O=C(O)c1cc(NS(=O)(=O)c2ccc(NCc3ccccc3)c([N+](=O)[O-])c2)cc(C(=O)O)c1	2%	4%	4%	-5%	-1%	-1	1%	-4	-4%
C#CCN(C[C@@H]1[C@@H](OC(=O)Nc2cccs2)[C@@H](OC(=O)Nc2cccs2)Cn2c(=O)n(CCCCCC)c(=O)n21)S(=O)(=O)c1ccc(C)cc1	-10%	.	9%	1%	-7%	-6	-2%	-11	.
CCOC(=O)CC1=C(C(=O)OCC)C(c2cc(OC)c(OC)cc2OC)C(C#N)=C(N)O1 (stereo not given)	1%	-8%	-1%	10%	22%	0	4%	-1	1%
Cc1cccc(NC(=O)c2ccc([N+](=O)[O-])o2)c1C	18µM*	7.3µM*	?	-1%[0.307 µM]	-30%	-89*	23µM*	8	13µM*
Cc1ccc(NC(=O)CS(=O)CC(=O)NC23CC4CC(CC(C4)C2)C3)cc1 (stereo not given)	-7%	2%	-24%	0%	3%	-20	-7%	3	9%
CC(C)(C)[C@H]1COC(=O)[C@H](Cc2ccc(F)cc2)CC/C=C/C[C@@H](CC(=O)N[C@H](CO)Cc2ccccc2)C(=O)N1	2%	0%	-8%	?	1%	12	5%	-13	-16%
C=CCNC(=O)c1cc(=O)c2ccccc2o1	8%	-1%	-25%	2%	-6%	-1	2%	-16	-1%

Molecules shown so far that have a COOH group, in the order listed:
SMILES	HT1080 IDH1KD tx	SW480 rereplic	KB-V1 cytotox	GLP1R cytotox	KB-3-1 cytotox	IL1B secr inh	HT1080NT lethal	D3 ag	MCF10A rerep
COc1ccc(OC)c(CNC(=O)Cc2c(C(=O)O)[nH]c3ccccc23)c1	2%	-12%	9%	1%	0%	5	4%	2	-1%
O=C(CSc1ncnc2sc3c(c12)CCC3)Nc1ccccc1C(=O)O	7%	-6%	-23%	8%	5%	35	9%	0	8%
O=C(O)c1cc(NS(=O)(=O)c2ccc(NCc3ccccc3)c([N+](=O)[O-])c2)cc(C(=O)O)c1	2%	4%	4%	-5%	-1%	-1	1%	-4	-4%

Not a retest: four of the compounds above.
SMILES	HT1080 IDH1KD tx	SW480 rereplic	KB-V1 cytotox	GLP1R cytotox	KB-3-1 cytotox	IL1B secr inh	HT1080NT lethal	D3 ag	MCF10A rerep
NC(=O)CC(NC(=O)Cc1ccc(Cl)cc1)c1ccc(N2CCN(c3ccccn3)CC2)c([N+](=O)[O-])c1 (stereo not given)	0%	-4%	-7%	-6%	-13%	13	9%	-12	-7%
CC(=O)c1ccc(N2CCCCC2)c(F)c1	25%	-1%	2%	18%	1%	-21	13%	-4	-46%[inhibitor]
Cc1cc(C)n(-c2nc3ccccc3nc2N2CCN(C(=O)c3ccccc3)CC2)n1	-1%	-4%	-2%	-13%	0%	4	-3%	2	-1%
O=C(CSc1nnc(-c2cccc(F)c2)c(-c2cccc(F)c2)n1)NC1CCCCC1	.	.	24%	4%	-3%	.	.	3	.

Outcome played no part in choosing rows. About 11% of those tested had a hit in this group.
